# LRH-1 inv ag = NR5A2 inverse agonism in reporter assay | HEK293T StAR-luciferase reporter, LRH-1 transfected, 24 h | inhibition, % at 3.6 µM | hit rate 0.13% among 360,000 | AID 602396;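 active means inhibition above the mean inhibition of all tested compounds plus 3 SD, cut at about 73% in these data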;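 further: 0% = DMSO wells and 100% = reporter-only cells lacking LRH-1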
# Target sequence (O00482 whole entry, looked up): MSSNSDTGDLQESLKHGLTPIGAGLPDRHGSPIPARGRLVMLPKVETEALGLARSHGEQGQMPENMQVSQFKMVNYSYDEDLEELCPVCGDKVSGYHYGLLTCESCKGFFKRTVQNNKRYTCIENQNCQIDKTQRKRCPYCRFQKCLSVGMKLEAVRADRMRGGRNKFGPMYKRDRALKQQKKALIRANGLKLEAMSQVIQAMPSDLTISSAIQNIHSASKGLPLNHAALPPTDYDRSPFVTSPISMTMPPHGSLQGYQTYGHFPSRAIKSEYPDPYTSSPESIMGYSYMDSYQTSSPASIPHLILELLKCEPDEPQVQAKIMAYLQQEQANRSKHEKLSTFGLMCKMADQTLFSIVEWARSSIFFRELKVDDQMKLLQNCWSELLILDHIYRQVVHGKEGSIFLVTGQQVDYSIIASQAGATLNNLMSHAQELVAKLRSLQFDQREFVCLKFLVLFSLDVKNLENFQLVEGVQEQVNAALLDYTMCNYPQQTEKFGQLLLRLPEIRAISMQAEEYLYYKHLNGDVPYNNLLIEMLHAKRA
# C8 TRAIL sens = sensitizes caspase-8 expressing cells to TRAIL. NB7+C8 cells + TRAIL, ATPlite viability luminescence. inhibition (viability loss, TRAIL sensitization), % at 10 µM. hit rate 1% among 360,000;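 active means compounds causing at least 50% loss of cell viability in the single-dose screen, relative to plate controls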
# NCOA3 inh = human NCOA3 inhibition. Q9Y6Q9. HEK293 GAL4-SRC3 luciferase reporter, luminescence. inhibition, % at 3.6 µM. hit rate 0.17% among 360,000. AID 588352;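 active means inhibition above a per-campaign cutoff, the mean of all compounds plus 3 SD, cut at about 60% in these data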;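 further: 0% = DMSO-treated cells and 100% = gossypol-treated cells at 36 µM; higher means less SRC3-driven luciferase light from the GAL4 reporter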
# KKLEB cytotox = CF airway cell cytotoxicity counter-screen | activity change (cytotoxicity), % at 5 µM | KKLEB CF airway cells viability, ATPlite luminescence, overnight; hits give low values; cells stimulated with P. aeruginosa culture filtrate | hit rate 0.36% among 360,000;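 active means corrected activity change at or below -50% at 5 µM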
# CF NFkB inh = cystic fibrosis NF-kB activation inhibition. KKLEB NF-kB-GFP reporter, PAF-induced, GFP fluorescence overnight. inhibition, % at 5 µM. hit rate 0.86% among 360,000;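 active means at least 50% inhibition at 5 µM, scaled per plate between neutral and stimulator controls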;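 further: PAF is a Pseudomonas aeruginosa culture filtrate used as stimulus; plate controls were PAF-stimulated DMSO wells for no effect and unstimulated DMSO wells for full effect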
# LMP1 NFkB inh = Epstein-Barr LMP1 NF-kappaB reporter inhibition. hit rate 0.69% among 350,000. inhibition, % at 12.5 µM. LMP1-induced NF-kappaB luciferase reporter cells, luminescence. AID 504558; in the data active means inhibition above about 41%;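 further: 0% = neutral control wells and 100% = reference inhibitor control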
# NCOA1 inh = inhibitors of human steroid receptor coactivator 1 (SRC1). inhibition, % at 3.6 µM. hit rate 0.12% among 360,000. HEK293 GAL4-SRC1 luciferase reporter, luminescence. Q15788;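 active means inhibition above the campaign mean plus 3 SD, with each screening campaign given its own cutoff, cut at about 60% in these data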;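 further: 0% = DMSO treated cells and 100% = gossypol at 36 µM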
# NR2F2 inh = blocks human COUP-TFII nuclear receptor; HEK293T NGFI-A luciferase reporter, luminescence; inhibition, % at 8.6 µM; hit rate 0.7% among 370,000;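 active means inhibition above a per-plate cutoff, mean inhibition of test wells between control levels plus 3 SD, cut at about 38% in these data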;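 further: cells cotransfected with COUP-TFII expression vector driving the NGFI-A reporter; 0% = median of COUP-TF2 test wells and 100% = reporter-only cells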
# Target sequence (P24468 whole entry, looked up): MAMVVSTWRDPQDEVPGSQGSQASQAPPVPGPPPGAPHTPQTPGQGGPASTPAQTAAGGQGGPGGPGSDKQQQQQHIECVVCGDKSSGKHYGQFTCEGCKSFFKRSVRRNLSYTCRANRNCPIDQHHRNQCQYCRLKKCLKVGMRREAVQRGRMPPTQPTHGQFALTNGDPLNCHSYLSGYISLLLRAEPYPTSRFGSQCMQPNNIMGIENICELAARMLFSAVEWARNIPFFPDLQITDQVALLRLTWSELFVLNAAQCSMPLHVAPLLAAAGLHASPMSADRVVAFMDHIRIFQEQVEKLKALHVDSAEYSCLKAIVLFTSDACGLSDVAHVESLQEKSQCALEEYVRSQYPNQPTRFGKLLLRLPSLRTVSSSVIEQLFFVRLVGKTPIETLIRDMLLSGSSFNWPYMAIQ
# TROY signal inh = inhibitors of TROY-dependent NF-kB signaling; Q293 LMP1-TROYcd NF-kB luciferase reporter, 4 h; inhibition, % at 10 µM; hit rate 0.98% among 360,000; AID 1347056;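 active means compounds whose plate-normalised and pattern-corrected inhibition of the luciferase reporter signal at the single screening dose is 50% or more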
# Shn3 inh set2 = reduces Shn3 3'UTR luciferase signal in osteoblasts | Clone20 osteoblast Shn3 3'UTR firefly luciferase, 24 h | inhibition, % at 12.5 µM | hit rate 0.52% among 360,000 | AID 588674;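 active means mean inhibition of at least 75% with every replicate also reaching 75%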;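 further: 0% = median of neutral control wells and 100% = pilot-screen positive control compound; some compounds past the cut are filed as inactive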
# TWEAK-Fn14 inh = TWEAK-Fn14 signaling inhibition. TWEAK-stimulated Fn14 reporter cells, luciferase luminescence, 8 h. hit rate 2% among 360,000. AID 1159606. inhibition, % at 10 µM; in the data active means inhibition above about 50%
# Numbers without * were called inactive; nt = no result given.
SMILES	LRH-1 inv ag	C8 TRAIL sens	NCOA3 inh	KKLEB cytotox	CF NFkB inh	LMP1 NFkB inh	NCOA1 inh	NR2F2 inh	TROY signal inh	Shn3 inh set2	TWEAK-Fn14 inh
OC(CNCC1COc2ccccc2O1)COc1ccc(Cl)cc1 (stereo not given)	-1	-4	-12	-1	-15	2	-20	-4	-7	-14	9
CCOC(=O)/C=C(\C)N1N=C(c2ccccc2)CC1c1ccccc1 (stereo not given)	-42	-2	-48	18	5	-37	-58	-21	-36	-47	-36
CCSc1nnc(NC(=O)CCc2ccccc2)s1	0	-8	-8	-5	13	0	-3	16	-23	-3	-7
C=CCSc1nnc(NC(=O)c2ccc(N3CCCC3=O)cc2)s1	5	10	-11	7	-20	-2	-11	-19	-29	-53	2
O=C(Nc1ccc2oc(-c3ccncc3)nc2c1)c1c(F)c(F)c(F)c(F)c1F	-2	-4	-1	1	-2	2	-2	-29	-10	9	-13
COCCCNC(=O)/C(=C\c1cccn1C)NC(=O)c1cccs1	-3	-4	14	4	-4	2	2	13	15	-5	5
Cc1cc(NC(=O)CSc2ncn[nH]2)no1	15	-7	18	-6	-3	-7	7	4	1	1	0
N#Cc1ccsc1NC(=O)c1cnccn1	-2	27	3	-5	17	-1	0	2	-2	5	-20
COc1ccc(-c2nc3ccccn3c2CN2CCN(c3ccccc3F)CC2)cc1	-88	18	-5	-8	10	4	-46	-17	-47	19	-17
O=C(c1ccccc1)N1CCN(CC(O)COc2cccc3ccccc23)CC1 (stereo not given)	11	5	-2	8	-12	4	1	19	4	11	-41
Cc1cc(=O)c(C(=O)O)cn1Nc1ccc(Cl)cc1	4	-20	8	4	1	0	-30	3	-12	6	1
COCCn1c(SCC(=O)Nc2ccc(F)cc2)nc2ccccc2c1=O	-3	-8	-6	-2	6	-15	-26	6	4	0	13
CC(C)(C)SCCNC(=O)CSc1ccccc1	-34	-3	-25	15	10	2	-37	-28	-52	-51	-2
O=C(C[C@@H]1C/C=C\CCC(=O)O[C@H](c2ccccc2)CNC1=O)N[C@H](CO)Cc1ccccc1	4	-7	12	13	-6	4	10	5	-4	7	15
COc1ccc(C(CC(=O)c2ccc(C)cc2)C(C#N)C#N)cc1OC (stereo not given)	-13	-11	-9	-89*	102*	13	-13	-19	20	60	88*
CC(C)c1csc(CN2CCC(CCC(=O)NCC3CCCO3)CC2)n1 (stereo not given)	16	-4	-4	-2	16	-2	5	-9	-12	-6	7
O=C(N/N=C/c1cccc(O)c1)N/N=C/c1cccc(O)c1	0	14	-15	2	19	7	6	-12	-60	-42	10
Cc1nn(C)c(C(=O)NNC(=S)NCc2ccco2)c1Cl	21	1	-16	-3	-12	-2	-21	3	-6	0	9
Cc1ccc(C)c(OCCC(=O)Nc2cccc(S(=O)(=O)N3CCCC3)c2)c1	-9	-6	-1	6	5	3	-22	-17	-10	4	3
O=C(Cc1ccc(Cl)cc1)Nc1ccc2oc(=O)ccc2c1	8	-14	6	3	-14	7	-7	-17	-17	0	-19
CCOC(=O)C1CCN(c2c(C(=O)c3ccccc3)cnc3ccc(CC)cc23)CC1	-14	1	0	4	27	-7	10	-5	-11	-10	23
Cc1sc(NC(=O)c2ccco2)c(C(=O)c2ccc(Cl)cc2)c1C	-4	-5	-27	-3	18	9	6	5	3	7	41
COc1ccc(-c2ccc3c(c2)O[C@@H](CN(C)C(=O)c2ccccc2F)[C@@H](C)CN([C@@H](C)CO)S3(=O)=O)cc1	10	-1	7	7	0	8	12	6	-3	-3	0
C[C@@H]1CN([C@H](C)CO)C(=O)CCCn2nncc2CO[C@H]1CN(C)Cc1ccc(Oc2ccccc2)cc1	3	4	-21	-2	-8	8	-4	-10	-5	7	0
CCCCNC(=O)N1CCN(Cc2cccc(F)c2)CC1	17	8	10	-5	-4	-11	12	-10	-11	2	4
Cc1ccccc1OCCSc1nc2ncnc(N)c2[nH]1	9	-5	6	-2	5	-8	-3	-19	16	7	-1
O=C(N/N=C/c1ccc(F)cc1)c1cccc(NC(=O)c2ccc(F)cc2)c1	-29	13	-49	-1	6	-11	-45	-1	-63	-31	-6
COCCNCCOCCOc1cccc(OC)c1	-3	-7	15	-5	9	-6	-4	-7	25	7	2
CN(C)S(=O)(=O)c1cccc(C(=O)OCC(=O)Nc2ccccc2OC(F)F)c1	-11	5	-9	-2	3	-3	16	-1	-6	-8	-11
CC(=O)Nc1cccc(-c2cc(-c3c(Cl)cccc3Cl)no2)c1	9	6	9	-3	-7	-7	-1	-3	3	-5	-4
CC1(C)C[C@H]2C3=CCC4[C@@]5(C)CC[C@H](O)[C@](C)(CO)C5CC[C@@]4(C)[C@]3(C)CC[C@@]2(C)[C@H](O)[C@@H]1O (stereo not given in full)	10	17	4	-22	-1	1	-6	9	-2	27	-21
CC(C)(C)OC(=O)N1CCCN(C(c2cc3ccccc3o2)c2nnnn2C(C)(C)C)CC1 (stereo not given)	3	1	nt	nt	nt	nt	nt	17	0	nt	0
CC(=O)Nc1cc(NC(C)=O)cc(C(=O)OCC(=O)Nc2ccc(S(=O)(=O)NC3=NCCCCC3)cc2)c1	4	1	-10	-6	-9	0	-2	15	-16	-26	-6
Cc1cccc(C)c1NC(=O)CSc1nnc(-c2ccoc2C)n1C	-3	15	-4	0	-7	0	7	1	5	10	-2
CC1=C(C(=O)Nc2ccccc2F)C(c2cccs2)C2=C(CCCC2=O)N1 (stereo not given)	-2	-10	6	0	-2	3	-7	7	2	3	-10
Nc1nc(SCC(=O)N2CCCC2)[nH]c(=O)c1NC(=O)c1ccco1	-6	-6	-9	5	9	1	-9	2	-15	-7	12
C[C@H](OC(=O)NCc1ccc(C(F)(F)F)cc1)[C@@H]1O[C@@]2(C)CCC[C@@H]1O2	-14	-3	10	-6	4	7	13	3	-17	-12	3
CCOC(=O)C1CCCN(C(=O)C(=O)c2cn(CC(=O)N3CCOCC3)c3ccccc23)C1 (stereo not given)	-7	1	4	12	-28	2	3	-3	4	-9	-7
Cc1ccccc1S(=O)(=O)Cc1ccc(C(=O)NC2CC2)o1	-12	-4	14	7	1	5	-12	15	-15	-11	14
Cc1c(NC(=O)Cn2nc(C(=O)O)c3ccccc3c2=O)c(=O)n(-c2ccccc2)n1C	-7	-3	-7	10	-14	-2	-12	11	nt	-14	44
Cc1ccc(C(=O)c2ccccc2C(=O)O)s1	0	-2	-1	4	-1	2	-7	7	-7	-4	-3
CCN(CC)C(=O)CSc1nnc([C@H](Cc2c[nH]c3ccccc23)NC(=O)OC(C)(C)C)o1	-4	-5	17	5	-2	-17	14	-6	-11	-6	2
C#CCOC(=O)C[N+](C)(C)CC#Cc1ccccc1	7	-3	14	2	-8	0	3	-10	2	1	-1
Cn1nc(C(F)(F)F)cc1Oc1ncc(C(F)(F)F)cc1Cl	9	-6	12	15	-7	-6	-20	8	1	-2	-19
CSCCC(NS(=O)(=O)c1ccccc1F)C(=O)Nc1ccncc1 (stereo not given)	-14	-10	-7	8	4	0	-1	-9	-54	5	9
CC(=O)NC(CCS(C)(=O)=O)C(=O)Nc1c(F)cccc1F (stereo not given)	6	-9	-9	-17	15	72*	-17	-3	-5	12	-7
C=CCOc1ccc(/C=C/C(=O)OCC(=O)NC2CCCCCC2)cc1	9	22	29	-17	30	-1	17	6	-15	2	-10
COc1ccc([C@H]2CN(Cc3ccccc3)C(=O)[C@@H]2CC(=O)Nc2ccccc2)cc1	15	-5	-36	17	-12	5	-11	-23	-34	-26	-29
COc1cccc2oc3ccc(C#Cc4ccccn4)cc3c(=O)c12	-128	69*	-76	-19	-138	-3	-91	-71	-7	-98	10
CC(C)CCNC(=O)C1CCC(CNS(=O)(=O)c2ccc(Cl)cc2)CC1 (stereo not given)	6	-1	-15	5	4	3	17	-2	-5	13	4
COCC(=O)N[C@@H]1c2cc(OC)c(OC)cc2C[C@H]1OCc1ccccc1	20	-4	-6	-2	0	-2	-9	-9	1	4	0
COc1ccc(/C=N/Nc2nc3ccccc3[nH]2)cc1OC	-73	7	-65	1	-7	-5	-46	-27	-64	-19	-10
O=C(C(O)c1ccccc1)N1N=C(c2ccccc2)CC1(O)C(F)(F)F (stereo not given)	12	8	-9	4	-6	-5	5	-16	-29	6	-2
CCOc1ccc(NC(=O)C2CCCN(S(=O)(=O)c3ccc4c(c3)C(C)(C)C(=O)N4C)C2)cc1 (stereo not given)	7	-13	-11	-6	-6	nt	0	14	4	29	11
c1cncc(-c2cn(C[C@H]3CC[C@@H]([C@@H]4CC[C@H](Cn5cc(-c6cccnc6)nn5)O4)O3)nn2)c1	8	-3	14	25	-9	4	6	-8	-5	1	-6
Cc1cc(C)c(C(=O)c2ccc(C(=O)N(C(C)C)C(C)C)cc2)c(C)c1	-12	11	19	-8	10	-18	5	3	-3	77	-12
COc1ccc(OC)c(C(c2nnnn2Cc2ccccc2)N2CCN(C)CC2)c1 (stereo not given)	3	-12	20	5	-13	-10	-1	-4	-8	7	5
CCOC(=O)c1nnsc1Nc1ccc(C)c(C)c1	-28	1	-20	-11	11	-14	-41	-38	-15	-23	-28
Cc1ccc(-c2nn(-c3ccccc3)cc2C(=O)NCCCN2CCCC2=O)cc1	5	-8	1	7	-20	-1	-4	-10	-12	-12	-25
CCOC(=O)C1(Cc2cccc(Cl)c2)CCCN(C(=O)c2cc(C)n(C)n2)C1 (stereo not given)	15	5	-7	-8	-12	1	2	10	-4	11	-13

# The listing continues.
SMILES	LRH-1 inv ag	C8 TRAIL sens	NCOA3 inh	KKLEB cytotox	CF NFkB inh	LMP1 NFkB inh	NCOA1 inh	NR2F2 inh	TROY signal inh	Shn3 inh set2	TWEAK-Fn14 inh
CC1CCN(CC(=O)Nc2ccc(S(=O)(=O)N3CCCC(C)C3)cc2)CC1 (stereo not given)	7	9	-1	-11	9	-1	8	3	18	26	5
Cc1ccc(Cn2ncc3c(N4CCN(Cc5ccc(Cl)cc5)CC4)ncnc32)cc1	26	32	20	-11	-1	6	22	39*	26	24	56*
CCN1CCN(C(c2ccc(OC)c(OC)c2)c2nnnn2C(C)(C)C)CC1 (stereo not given)	-10	-7	-7	-2	-3	-1	-1	-9	6	-5	-4
Cc1ccccc1C(=O)N1CCC(C(=O)Nc2ccc(S(=O)(=O)N3CCOCC3)cc2)CC1	-11	-7	-16	3	1	-3	-3	-7	-10	3	-2
COc1ccc(C(=O)c2sc(Nc3ccc(NC(C)=O)cc3)nc2C)cc1	20	-14	4	5	19	3	-7	11	13	30	17
CCOC(=O)c1sc(NC(=O)c2c(C)nn(Cc3ccccc3)c2C)cc1C	1	2	-5	11	14	-3	-17	-10	-4	34	12
COc1ccc(OC)c(-n2nnnc2SCC(=O)Nc2ccccc2N2CCOCC2)c1	8	0	0	-2	12	-3	7	8	7	3	-13

# Screening data deposited in PubChem by several laboratories.

# The list is partial. The share of hits here may be higher or lower than overall.
